Screens deposited in PubChem by several laboratories.
NR5A2 inv ag: LRH-1 (NR5A2) inverse agonists, primary screen, cell-based, luminescence, HEK293T, StAR-luciferase reporter; LRH-1 transfected, 24 h; Nuclear receptor subfamily 5 group A member 2 (Homo sapiens), O00482; inhibition, % at 3.6 µM; AID 602396, 2012; 360,000 tested, 0.13% active;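 active = inhibition above the mean inhibition of all tested compounds plus 3 SD, cut at about 73% in these data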;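 also: 0% = DMSO wells and 100% = reporter-only cells lacking LRH-1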
EBV LMP1 NFkB: EBV LMP1-driven NF-kappaB luciferase reporter inhibitors, primary screen, cell-based, luminescence, single point; inhibition, % at 12.5 µM; LMP1-induced NF-kappaB luciferase reporter cells; 350,000 tested, 0.69% active; in the data active = inhibition above about 41%;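 also: 0% = neutral control wells and 100% = reference inhibitor control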
SRC1 inh: SRC1 coactivator transcriptional activity inhibitors, primary screen, cell-based, luminescence | Nuclear receptor coactivator 1 (Homo sapiens), Q15788 | HEK293 GAL4-SRC1 luciferase reporter | inhibition, % at 3.6 µM | 360,000 tested, 0.12% active;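 active = inhibition above the campaign mean plus 3 SD, with each screening campaign given its own cutoff, cut at about 60% in these data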;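 also: 0% = DMSO treated cells and 100% = gossypol at 36 µM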
TRAIL sens C8: viability loss with TRAIL in NB7+C8 cells, primary screen, TRAIL sensitizer project, cell-based, ATPlite luminescence; inhibition (viability loss, TRAIL sensitization), % at 10 µM; 360,000 tested, 1% active; AID 624354, 2012;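 active = compounds causing at least 50% loss of cell viability in the single-dose screen, relative to plate controls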
SRC2 inh: inhibition of GAL4-SRC2 driven luciferase reporter, primary screen, SRC2 inhibitor project, cell-based, luminescence; HEK293 GAL4-SRC2 luciferase reporter; Nuclear receptor coactivator 2 (Homo sapiens), Q15596; AID 651957, 2012; 370,000 tested, 0.17% active; inhibition, % at 9 µM;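 active = inhibition above the mean inhibition of all tested compounds plus 3 SD, set per campaign, cut at about 52% in these data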;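 also: 0% = DMSO treated cells and 100% = cells given Gossypol at 36 µM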
TROY NFkB inh: inhibitors of TROY-driven NF-kB signaling, primary screen, Q293 LMP1-TROYcd cells, NF-kB luciferase, uHTS; inhibition, % at 10 µM; 360,000 tested, 0.98% active; AID 1347056, 2019; Q293 LMP1-TROYcd NF-kB luciferase reporter, 4 h;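 active = compounds whose plate-normalised and pattern-corrected inhibition of the luciferase reporter signal at the single screening dose is 50% or more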
SRC3 inh: SRC3 coactivator transcriptional activity inhibitors, primary screen, cell-based, luminescence; inhibition, % at 3.6 µM; AID 588352, 2011; HEK293 GAL4-SRC3 luciferase reporter; 360,000 tested, 0.17% active;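 active = inhibition above a per-campaign cutoff, the mean of all compounds plus 3 SD, cut at about 60% in these data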;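 also: 0% = DMSO-treated cells and 100% = gossypol-treated cells at 36 µM; higher means less SRC3-driven luciferase light from the GAL4 reporter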
COUP-TFII inh: NR2F2 transcriptional activity inhibitors, primary screen, cell-based, luciferase reporter, HEK293T, luminescence. COUP transcription factor 2 (Homo sapiens), P24468. HEK293T NGFI-A luciferase reporter. inhibition, % at 8.6 µM. 370,000 tested, 0.7% active;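 active = inhibition above a per-plate cutoff, mean inhibition of test wells between control levels plus 3 SD, cut at about 38% in these data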;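 also: cells cotransfected with COUP-TFII expression vector driving the NGFI-A reporter; 0% = median of COUP-TF2 test wells and 100% = reporter-only cells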
NOD2 RIPK2 PPI: NOD2-RIPK2 binding disruptors in cells, primary screen, fluorescence, CHO cells, BLA complementation. inhibition, % at 4.98 µM. Receptor-interacting serine/threonine-protein kinase 2 (Homo sapiens), O43353. 360,000 tested, 0.38% active. CCF4 ratio. AID 624267, 2012; in the data active = inhibition above about 21%;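 also: 0% = vehicle only and 100% = reference blocker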
Vif imaging: HIV Vif self-association inhibitors, primary screen, imaging, HEK293T, single point | HEK293T cells, Vif self-association by quenched fluorescence, 24 h | inhibition, % at 7.49 µM | 340,000 tested, 0.35% active; in the data active = inhibition above about 50%, passing the limit was not always enough; also: some results filed as inactive read as strong as hits
TLR9-MyD88 block: inhibitors of TLR9-MyD88 association in cells, primary screen, cell-based, CHO, BLA complementation, fluorescence; inhibition, % at 4.98 µM; Toll-like receptor 9 (Homo sapiens) + Myeloid differentiation primary response protein …; 340,000 tested, 0.21% active; CCF4 FRET ratio;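 active = inhibition above the mean over all tested compounds plus 3 SD, cut at about 21% in these data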;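 also: 0% = DMSO only wells and 100% = clavulanate BLA inhibitor control wells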
Active calls of the source: *; x = no result given. This is a subset; count on the stated rates, not on these rows.

SMILES	NR5A2 inv ag	EBV LMP1 NFkB	SRC1 inh	TRAIL sens C8	SRC2 inh	TROY NFkB inh	SRC3 inh	COUP-TFII inh	NOD2 RIPK2 PPI	Vif imaging	TLR9-MyD88 block
CCN(CC)CCCN=C(C)c1c(O)n(-c2ccc(C)cc2)c(=O)[nH]c1=O	-7	-6	-8	-9	-4	-8	0	-7	-8	x	7
Clc1cc(Cl)cc(NC2=NCCS2)c1	6	18	8	-18	-13	-11	22	11	-5	5	5
c1ccc(NC2=NCCCS2)cc1	-2	8	-42	-11	-13	-4	4	-2	-8	7	-4
O=C1OCCN1P(=O)(c1ccccc1)c1ccccc1	3	-11	2	11	-3	3	6	-5	-6	7	3
COCC(C)OC(=O)c1c(N)n(Cc2ccco2)c2nc3ccccc3nc12 (stereo not drawn)	8	1	-29	-16	-7	-9	-1	-4	4	-3	-4
O=C1c2cccc3cccc(c23)C(=O)N1/N=C/c1c(O)n(-c2ccccc2)c(=O)[nH]c1=O	-25	3	-3	6	-4	-33	3	5	-5	0	-1
Nc1ncnc2c1ncn2[C@@H]1O[C@H](COP(=O)(O)CP(=O)(O)O)[C@@H](O)[C@H]1O	-7	8	0	-1	-3	0	-14	-27	0	-5	1
COc1ccc(S(=O)(=O)Cc2ccc(C(=O)N3CCC4(CC3)OCCO4)o2)cc1	-8	10	-7	-12	3	-27	14	-8	-3	-6	0
O=c1[nH]c(O)c(N=Nc2ccc(S(=O)(=O)N3CCOCC3)cc2)c(=O)[nH]1	-2	10	2	-4	-27	7	26	6	-14	9	2
Fc1ccc(CCNCc2ccc(Cl)c(Cl)c2)cc1	-19	9	0	10	-1	-17	7	-11	-8	-18	7
O=c1c2cc(Br)ccc2[nH]c(=S)n1-c1ccccc1	6	5	0	-6	-1	3	2	-4	-6	2	5
Nc1ccc2cc(Br)ccc2c1	-16	-5	-19	7	-4	-1	-2	1	-13	20	10
CCCCN(Cc1ccccc1)C1CCN(CCc2ccccc2)CC1	6	16	-4	0	26	-2	-8	-2	12	-1	-3
CN(CCc1ccccc1)Cc1ccccc1[N+](=O)[O-]	9	-6	-1	-6	1	-4	-12	-4	-9	x	5
COc1ccc(CCn2c(O)c(C=Nc3ccccc3F)c(=O)[nH]c2=O)cc1OC	4	6	-8	10	6	27	7	2	-5	6	8

Brought forward from above: two entries, followed by the next part.
SMILES	NR5A2 inv ag	EBV LMP1 NFkB	SRC1 inh	TRAIL sens C8	SRC2 inh	TROY NFkB inh	SRC3 inh	COUP-TFII inh	NOD2 RIPK2 PPI	Vif imaging	TLR9-MyD88 block
CN(CCc1ccccc1)Cc1ccccc1[N+](=O)[O-]	9	-6	-1	-6	1	-4	-12	-4	-9	x	5
COc1ccc(CCn2c(O)c(C=Nc3ccccc3F)c(=O)[nH]c2=O)cc1OC	4	6	-8	10	6	27	7	2	-5	6	8
CCC(C)n1c(C)cc(C(N)=O)c1C (stereo not drawn)	9	-4	7	11	29	11	5	12	-13	2	11
O=c1[nH]c(=S)[nH]c(O)c1N=Nc1ccc(S(=O)(=O)N2CCc3ccccc32)cc1	43	6	-3	1	1	1	17	14	6	0	-9
c1ccc(CNC2CN3CCC2CC3)cc1 (stereo not drawn)	3	4	3	-3	-11	-7	-3	7	-13	1	1
COc1ccc(N2C(=O)CC(N3CC=C(c4ccccc4)CC3)C2=O)cc1 (stereo not drawn)	-31	-6	-32	3	-22	11	-3	-20	-7	15	-5
COc1cccc(C2CCN(C)C2)c1 (stereo not drawn)	6	3	0	11	7	0	-11	-13	-4	12	-2
COC(=O)Nc1nc2ccccc2[nH]1	3	-3	-9	12	-6	-27	-42	11	-5	5	-6
COc1cc2c(cc1OC)C13CCN4CC5CCOC6CC(=O)N2C1C6C5CC43 (stereo not drawn)	-5	-15	12	-5	-30	-10	0	8	-8	2	-13
CC(Cc1ccccc1)[n+]1cc(/N=C(\N)[O-])on1 (stereo not drawn)	1	-4	-5	-3	12	-13	-10	15	-14	x	-2
c1ccc2c(CCNC3CCCCC3)c[nH]c2c1	1	-13	11	-5	-45	3	-8	-20	0	-11	-3
CCCCn1c(=O)c(C=Nc2ccc(Cl)cc2)c(O)n(Cc2ccco2)c1=O	-12	-8	-6	-5	13	-12	15	8	-8	-1	-2
CCN1CCN(c2ccc(N)cc2)CC1	17	0	8	1	-9	8	3	8	0	2	-2
O=C(NC1CCCCC1)N1Cc2ccccc2-n2nncc2C1	-5	-3	-6	-5	-27	6	3	-4	0	x	-9
CCCCn1c(=O)c(C(=O)NCc2ccco2)c(O)c2ccccc21	11	-5	5	7	-7	13	-11	7	-16	0	-11
CNC(C(=O)c1ccccc1)C(OC)c1ccc(C)cc1 (stereo not drawn)	-19	10	2	9	-12	15	6	-8	-4	5	-13
CN1CCN(C(=O)COc2ccc(S(=O)(=O)Nc3ccc(Cl)cc3)cc2)CC1	3	7	-5	-5	2	10	6	13	5	-4	5
O/N=C/c1c[nH]c2ccccc12	8	-11	-22	-7	2	16	10	-3	-8	2	9
O=C1CSC2(CN3CCC2CC3)N1 (stereo not drawn)	1	-12	2	-3	-13	-14	7	6	-2	-2	-2
C1CC2NCCC3NCCC(N1)N32 (stereo not drawn)	-2	9	-1	-11	-6	-3	-24	6	-8	-5	-6
Cc1ccsc1C(=O)C1CCCN(Cc2cccn2-c2ccccn2)C1 (stereo not drawn)	6	14	5	1	6	19	30	6	-9	1	2
Cn1c(O)c(C=NC2CCN(Cc3ccccc3)CC2)c(=O)[nH]c1=O	-4	8	11	-15	-17	2	12	-2	-20	-1	2
CC(C)(C)C(=O)N1Cc2cc(-c3cccc(F)c3)ccc2-n2nncc2C1	9	x	4	-14	-5	2	9	9	15	-5	x
CCN1CCN(CC(c2ccccc2)c2ccccc2)CC1	18	9	-2	8	10	15	-10	-7	9	-10	8
CCOP(=O)(C#Cc1ccccc1)C(O)c1ccc(Br)cc1 (stereo not drawn)	-8	-14	-24	13	-54	0	19	-15	5	-13	-11
CCOC(=O)CC1c2ccccc2-n2nncc2CN1CC1CCCCC1 (stereo not drawn)	-7	5	-6	-4	26	-20	-32	6	-5	1	-10
Cc1cccc(CN2CCN(c3ccc(Cl)cc3)CC2)c1	-4	0	0	-3	2	15	11	10	-3	-4	-4
CCCCCCC(=O)c1c(O)n(-c2ccccc2OC)c(=O)[nH]c1=O (tested in a mixture with another compound)	15	x	1	10	-18	9	18	6	5	0	x
Cc1cc(Br)ccc1N1C(=O)CC(=O)NC1=O	-7	-3	-8	8	1	-20	2	13	5	9	3
CN1CCN(c2c(F)cc([N+](=O)[O-])c(N)c2Br)CC1	3	8	-10	2	2	-4	5	-3	4	-3	3
Oc1c(Br)cc(-c2ccccc2)cc1Br	14	-2	-3	-1	-2	22	19	-7	-5	12	-7
CCCC(C)n1[nH]c(=O)c2c1NC(=O)CSC2c1ccccc1 (stereo not drawn)	3	-4	-17	-13	14	10	12	-6	-2	-1	-7
c1cnc(OCCN2CC2)cn1	-11	-6	-6	-5	-15	-7	4	16	-4	1	1
C/C(=N\N(C)c1ccccc1)c1c(O)[nH]c(=O)[nH]c1=O	20	-3	11	28	5	6	24	2	10	3	-6
CCOC(=O)C1=C(N)Oc2c(c(=O)oc3ccccc23)C12C(=O)N(C)c1ccccc12 (stereo not drawn)	-16	-1	-15	6	1	-5	1	9	-14	-10	-1
O=C(CN1CC=C(c2ccccc2)CC1)NC(=O)NC1CCCCC1	19	4	2	-7	17	12	14	17	-7	-10	0
COc1cc2c3cc1Oc1c(OC)c(OC)cc4c1[C@H](Cc1ccc(cc1)Oc1cc(ccc1O)C[C@H]3N(C)CC2)N(C)CC4	8	-38	-9	15	27	11	20	9	-4	-9	15
CCOP(=O)(OCC)C(O)c1cccnc1 (stereo not drawn)	-3	0	-14	6	13	-10	8	3	0	-7	-8
CC(C)OP(=O)(O)NC(=O)c1ccccc1	-3	1	0	0	1	-49	-8	-14	-11	-6	3
CN1CC[C@@]23CCCC[C@@H]2[C@@H]1Cc1ccc(O)cc13	3	-1	17	12	13	1	23	1	-7	-7	2
CCN(CC)CCOC(=O)C(O)(c1ccccc1)c1ccccc1	-22	-4	9	7	-16	-6	-2	-11	-4	-2	3
CCOC(=O)c1nc2ccccc2c(=O)n1-c1ccc(C)cc1C	38	3	24	6	17	-22	19	20	-2	-10	-1
C1CCC(NC2CCCCC2)CC1	-8	-3	-11	9	17	16	-3	-15	-14	4	-7
CCOC(=O)C1C2NC(=O)N(Cc3ccccc3)C1(C)Oc1c(OC)cccc12 (stereo not drawn)	-5	-5	-18	-3	-9	-28	-13	-18	-4	-8	2
COc1ccc2[nH]cc(CCN)c2c1	3	-2	-15	-18	-6	8	9	0	2	-14	-5
CN1/C(=C\C=Nc2ccccc2)C(C)(C)c2ccccc21	12	1	4	3	14	23	7	9	2	0	13
O=C(/C=C/c1ccc(F)cc1)NC(=S)N1C[C@H]2C[C@H](C1)c1cccc(=O)n1C2	-3	0	-6	-3	-9	-5	0	12	-9	1	3
C=CCOC(=O)c1ccccc1N	-11	-3	-47	-6	0	-1	-19	-1	-6	0	-2
CC12CN3CCN(CC(C3)C1O)C2 (stereo not drawn)	15	-1	-7	12	-6	-5	8	-17	-1	1	-2
CCOc1ccccc1CN1CCCC(C(=O)c2cc(F)ccc2F)C1 (stereo not drawn)	10	6	2	13	5	6	7	0	-11	-7	-4
CN(C)c1nc(OCCNC(=O)COc2ccc(Cl)cc2Cl)nc(N2CCCCC2)n1	-4	-4	-10	-1	x	-8	11	x	-5	-12	-10
O=C1NC(=S)N(c2ccccc2)C(=O)C1C(c1ccncc1)C1C(=O)NC(=S)N(c2ccccc2)C1=O (stereo not drawn)	-3	0	7	3	-8	-15	8	5	-1	4	-3
CC12CCC3C(CCC4CC(=O)C(C(O)C(F)(F)F)CC43C)C1CCC2O (stereo not drawn)	7	-11	-17	0	15	0	1	13	-7	7	-9
CCC(=Nc1ccc2c(c1)CCC2)c1c(O)n(C)c(=O)n(C)c1=O	0	12	-1	14	5	2	4	-5	-10	-19	-6
COC1CCCCC1NCCc1ccccc1 (stereo not drawn)	1	-13	-8	8	-6	2	18	0	6	-8	-6
Cc1cc(Br)c(NC(=O)CN2CC=C(c3ccccc3)CC2)c(Br)c1	-1	0	-15	-3	12	-2	-8	10	-3	4	-3
CNCC1(c2ccccc2)CCCC1	5	4	-4	13	-21	-2	-3	5	-3	10	-4
